MsrA inh: bovine MsrA enzyme inhibitors, primary screen, biochemical, absorbance, HTS; Methionine sulfoxide reductase A (Bos taurus); inhibition, % at 15.5 µM; 0.75% of 360,000 active; purified bovine MsrA, absorbance read-out; AID 651718, 2012; in the data active = inhibition above about 4.5%;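 also: 0% = vehicle wells with enzyme and 100% = reference inhibitor wells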
Active calls of the source: *. These rows are one share of the data; count on the stated rates, not on these rows.

SMILES	MsrA inh
c1ccc(-c2nc3ccccc3nc2-c2ccc(CN3CCC(c4nc5ccccc5[nH]4)CC3)cc2)cc1	-0.3
COCCN(CCOC)C(=O)[C@H](CCc1ccccc1)NC(=O)[C@H]1O[C@@H](n2cnc3c(N)ncnc32)[C@H](O)[C@@H]1O	1.3
COC(=O)c1ccc2nc(-c3ccc(C)cc3)c(Cc3ccccc3)n2c1	0.4
C=CCCC[C@H]1OC(=O)[C@H](C)NC(=O)[C@H](C(C)C)NC(=O)[C@@H]2CCCN2C(=O)[C@H](Cc2ccccc2)OC(=O)[C@@H](C(C)C)N(C)C(=O)[C@H](C(C)C)NC(=O)C1(C)C	0.2
CCCCNC(=O)C[C@H]1C[C@@]2(C(=O)OC)C(=C[C@H](C(C)(C)C)O[C@@H]2C)N(Cc2ccc3c(c2)OCO3)C1=O	-0.2
C[C@H](c1ccccc1)N1C[C@@H](COCc2ccccc2)Oc2cccc(N3CCCC3)c2S1(=O)=O	0.6
COc1ccc(C2CC(=O)C(c3ccc(Br)cc3)=CN2Cc2ccccc2)cc1 (configuration not stated)	-0.2
COC(=O)Cc1nnn2c1[C@H](C)[C@H](c1ccccc1Br)OC[C@@H]2c1ccccc1	0.0
O=[N+]([O-])c1nccn1CC(O)CCN1CCOCC1 (configuration not stated)	1.8
CCNC(=O)N1CCN(c2ccc(N3CCN(C(=O)NCC)[C@@H](C)C3)c(C)c2)[C@@H](C)C1	-1.1
COc1ccccc1NC(=O)c1ccc([N+](=O)[O-])o1	1.2
COCCNC(=S)N(C)[C@H]1C[C@H]2c3[nH]c4ccccc4c3CCN2C[C@H]1[C@H](C)O	0.2
Cc1cc(Br)cn2c(Cc3cccc(F)c3)c(-c3ccco3)nc12	0.1
COc1ccccc1Cc1c(-c2cccc(Cl)c2)nc2c3ccccc3ccn12	0.8
COC(=O)C1=C(C)N(CC(C)C)C(=S)NC1c1cccc(Br)c1 (configuration not stated)	-0.9
NC(=O)c1ncn([C@@H]2O[C@H](C(=O)O)[C@@H](O)[C@H]2O)n1	0.1
COc1ccc(N2C(=O)c3n[nH]c(C)c3C2c2cccc(C(F)(F)F)c2)cc1 (configuration not stated)	0.0
CCOc1ccc(C(=O)NC2=NCCS2)cc1	3.2
O=C(c1ccc(-c2nc3ccccc3s2)s1)N1CCOCC1	2.9
CCCCCCCCN1C(=O)[C@@H](CC(=O)N2CCOCC2)C[C@@]2(C(=O)OC)C1=C[C@H](C1CCCC1)O[C@@H]2C	-0.2
C[C@H](O)[C@@H]1C(=O)N2CCc3c([nH]c4cccc(-c5ccccc5)c34)[C@@H]2C[C@@H]1N(C)C(=O)Nc1ccccc1	0.3
CCCSc1sc(C(=O)OC)c(-c2cccs2)c1C#N	0.2
COC(=O)[C@]12C[C@H](CC(=O)N3CCN(C(=O)c4ccco4)CC3)C(=O)N(Cc3ccccc3)C1=C[C@H](C1CCCC1)O[C@@H]2C	0.7
O=C(NCCc1ccccc1Cl)[C@@H]1CCCN1C(=O)[C@@H](NC(=O)N1CCOCC1)c1ccccc1	0.5
COC(=O)c1ccc(OC(=O)c2ccccc2F)cc1	-0.7
COc1ccc(/C=C/c2c(-c3cccc(C)c3)oc3ccc(-c4ccc5c(c4)OCO5)cc23)cc1	0.3
CC1(C)OC(=O)C2=C(CC(CCc3ccccc3)OC2c2ccc(Cl)c(Cl)c2)O1 (configuration not stated)	-0.5
Cc1ccc2nc(-c3cccc(Br)c3)c(Cc3ccsc3)n2c1	-0.1
COCCN(Cc1ccc(C)cc1)C(=O)[C@H]1O[C@@H](n2cnc(C(N)=O)n2)[C@H](O)[C@@H]1O	1.2
COc1ccccc1Oc1c(C)oc2c(CN3CCN(C)CC3)c(O)ccc2c1=O	1.8
O=C1c2ccccc2NC(c2cc(Cl)cc(Cl)c2O)N1CCc1ccccn1 (configuration not stated)	0.3
Cc1ccc(C)c(OCC(=O)N/N=C/c2c(C)nn(-c3ccccc3)c2Cl)c1	-0.3
CC1CCN(c2ccc(S(=O)(=O)Nc3cc(C(=O)O)cc(C(=O)O)c3)cc2[N+](=O)[O-])CC1	0.2
COCc1cc(N2CCNC[C@@H]2C)ccc1N1C[C@@H](C)O[C@@H](C)C1	-0.7
Cc1[nH]c2ccccc2c1CC(=O)Nc1ccc(Nc2cccnc2)c(-c2ccc(-c3ccccc3)cc2F)c1	1.6
O=C(COc1ccc(Br)cc1)Nc1nnc(-c2cccnc2)s1	0.1
Cc1cc(C)cc(OCCCN2CCC(C(O)(c3ccccc3)c3ccccc3)CC2)c1	-0.2
O=C1CCCCC1C(=O)c1ccccc1 (configuration not stated)	-0.3
COC(=O)[C@]12C[C@H](CC(=O)NCC3CCCCC3)C(=O)N(Cc3ccc4c(c3)OCO4)C1=C[C@H](COCc1ccccc1)O[C@@H]2C	0.2
COc1cc2c(cc1OC)C(C(=O)NCC1COc3ccccc3O1)C(c1cccnc1)N(C)C2=O (configuration not stated)	0.1
Nc1ccn([C@@H]2O[C@H](C(=O)N[C@H](Cc3ccccc3)C(=O)N[C@H]3CCCCNC3=O)[C@@H](O)[C@H]2O)c(=O)n1	0.5
C/C(=N\O)c1oc2ccc3c(C)cc(=O)oc3c2c1C	0.2
CCCCCCCCN1C(=O)[C@@H](CC(=O)NCCCCc2ccccc2)C[C@@]2(C(=O)OC)C1=C[C@H](C1CCCC1)O[C@@H]2C	0.2
CC(=O)O[C@H]1C=C[C@@H](C#Cc2ccc(C(C)(C)C)cc2)O[C@@H]1COC(=O)Nc1ccccc1	-0.2
CCOC(=O)c1ccc(NC(=O)c2nc[nH]c2C(=O)N2CCN(C(=O)OC(C)(C)C)CC2)cc1	-0.2
COC(=O)[C@H](N[C@H](/C=C/c1ccccc1)[C@@H](O)Cc1ccccc1)c1ccccc1	-0.6
O=C(N/N=C/c1c(O)ccc2ccccc12)Nc1ccccc1	1.2
COC(=O)c1cc2c(c3c4cc(C)ccc4n(S(=O)(=O)c4ccc(OC)cc4)c13)C(=O)N(C)C2	1.3
Cc1ccc2c(c1)-n1c(nc3cc(F)ccc3c1=O)C(Cc1ccccc1)NC2=O (configuration not stated)	0.8
C=CCN=C1NC(c2cccc(F)c2)C(C(=O)OC)=C(C)N1C (configuration not stated)	1.1
C(=C/c1ccccc1)/c1ccccc1	-0.2
CCc1ncc(C)[nH]1	-0.1
O=C(C=Cc1ccc(O)c(O)c1)NCC(=O)NC(Cc1ccccc1)C(=O)O (configuration not stated)	1.4
Cc1ccc2nc(CN(C)C(=O)[C@H](CCc3ccccc3)NC(=O)[C@H]3O[C@@H](n4cnc5c(N)ncnc54)[C@H](O)[C@@H]3O)[nH]c2c1	0.1
COc1cc(/C=C/C(=O)Nc2ccccc2C(F)(F)F)cc(OC)c1OC	1.2
Cc1ccsc1/C=N/NC(=O)C1C(=O)NCC1c1ccccc1 (configuration not stated)	0.9
CC(C)OC(=O)CC(NC(=O)OC(C)(C)C)c1ccccc1 (configuration not stated)	0.2
COCCCNC(=O)[C@H]1O[C@@H](n2cnc3c(=O)[nH]c(N)nc32)[C@H](O)[C@@H]1O	0.2
Cc1onc(-c2c(F)cccc2Cl)c1-c1ncc(-c2ccc(Cl)cc2)o1	-0.6
O=C(NCC1CCN(C(=O)C(=O)c2cccs2)CC1)c1ccc2c(c1)CCO2	1.3
Next structures
SMILES	MsrA inh
COC(=O)C1=C(C)N(Cc2ccccc2C(F)(F)F)C(=NCc2cccc(C(F)(F)F)c2)NC1c1ccc(C(F)(F)F)cc1 (configuration not stated)	-1.3
O=C(N[C@H](C(=O)N1CCC[C@H]1C(=O)NC1CCCC1)C1CCCCC1)c1nccs1	2.7
O=C(N/N=C/c1ccc2c(c1)OCO2)C(=O)Nc1ccc2ccccc2c1	0.0
COC(=O)Cc1nnn2c1[C@H](C)[C@@H](OC)c1ccccc1-2	-0.4
CCc1c(-c2ccc(OC)cc2)ncn1CCc1ccccc1OC	0.3
CN(Cc1ccccc1)C(=O)c1cccc(NC(=O)Cc2cccc(NC(=O)C3CCN(C(=O)CCc4ccccc4)CC3)c2)c1	0.9
Cc1cc(C)c(C2=NOC3c4ccccc4OCC23)c(C)c1 (configuration not stated)	-0.1
CCC/C(=C1/c2ccccc2C(=O)N1c1ccccc1)c1c(C)noc1C	-0.2
COC(=O)C1=C(C)N(Cc2cccc(C(F)(F)F)c2)C(=NCc2cc(OC)c(OC)c(OC)c2)NC1c1cccc(F)c1 (configuration not stated)	-1.1
COC(=O)c1ccccc1NC(=O)CC(NCc1ccccc1)C(=O)O (configuration not stated)	2.6
Cc1cc(N2CCNC[C@@H]2C)ccc1N1CCN(Cc2ccccc2)[C@@H](C)C1	-0.8
N#C/C(=C\c1cccs1)C(=O)c1ccccc1Cl	-0.4
COc1ccc(NS(=O)(=O)c2ccc(NN=Cc3ccc(C(=O)O)cc3)c([N+](=O)[O-])c2)cc1	0.3
CCOC(=O)CC(N)c1ccc2c(c1)OCO2 (configuration not stated)	0.7
COC(=O)c1cc2c(c3c4ccccc4n(S(=O)(=O)c4ccc(OC)cc4)c13)C(=O)N(C)C2	0.9
O=C(NCCc1ccccc1)c1ccc(-c2ccccc2C(F)(F)F)o1	0.2
CCOC(=O)CNC(=O)N(C)[C@H]1C[C@H]2c3[nH]c4c(-c5ccc6c(c5)OCO6)cccc4c3CCN2C(=O)[C@H]1[C@H](C)O	0.9
COC(=O)[C@]12C[C@H](CC(=O)NCc3ccccc3)C(=O)N(Cc3ccccc3)C1=C[C@H](C(C)(C)C)O[C@@H]2C	0.0
C[C@@H]1C=CCCO[C@]12C(=O)N(Cc1ccccc1C(F)(F)F)c1ccccc12	2.5
O=C(N[C@H](C(=O)N1CCC[C@H]1C(=O)NCCc1ccccc1Cl)c1ccccc1)C1CCCC1	1.7
CCOC(=O)C1=CCN(S(=O)(=O)c2ccc(Br)cc2)C1c1cccc(F)c1 (configuration not stated)	0.3
CC(C)(C)S(=O)N1C[C@@H]2CC(=O)C(CCO)=C2[C@H]1CCO (some centres not stated)	0.9
CCCC(=O)Nc1cccc(C(=O)Nc2ccccc2OCC)c1	2.2
Cc1ccc(S(=O)(=O)N2CC3=C(c4ccccc4)CC4(C)C(=O)C(C)(C)CC4=C3C2)cc1 (configuration not stated)	0.2
C[C@@H]1CN(c2ccc(N3CCN(C(=O)OC(C)(C)C)C[C@H]3C)cc2C#N)CCN1Cc1ccccc1	-0.2
C[C@@H](CN1C2=NC[C@@H](Cc3ccccc3)N2C[C@H]1Cc1ccc(O)cc1)NC(=O)CCC1CCCCC1	-0.6
CCCCCCc1cc2cc(-c3nnc(-c4cccc(OC)c4)o3)c(=O)oc2cc1O	-0.6
COc1ccc(CC(=O)Nc2ccccc2Oc2ccccc2)cc1	0.5
CC(C)c1[nH]nc2c1C(c1cccc(C(F)(F)F)c1)N(Cc1ccccc1)C2=O (configuration not stated)	1.3
C[C@@H]1CNCCN1c1ccc(N2CCN(Cc3ccccc3)[C@@H](C)C2)c(C#N)c1	-0.4
CCCCOCC1CN(CCCC)S(=O)(=O)c2c(cccc2Sc2ccc(SC)cc2)O1 (configuration not stated)	0.8
COC(=O)N1C[C@H](OC(=O)c2ccc(-c3ccccc3)cc2)[C@H]2C[C@@H]1c1ccccc1O2	1.2
CCCCc1c(-c2ccccc2OC)ncn1Cc1ccc(C)cc1	0.2
CC(C)n1c(-c2ccccc2)nc(=S)c2c1CCCC2	0.6
COc1ccc(NC(=O)N(C)C[C@@H]2OCc3cnnn3CCCC(=O)N([C@H](C)CO)C[C@H]2C)c(OC)c1	1.0
CCCc1cc(SCC(=O)Nc2c(C)n(C)n(-c3ccccc3)c2=O)n2c(nc3ccccc32)c1C#N	2.0
COC(=O)[C@]12C[C@H](CC(=O)NCc3cccc4ccccc34)C(=O)N(Cc3ccccc3)C1=C[C@H](C(C)C)O[C@@H]2C1CC1	1.0
COC(=O)C1=C(C)N(Cc2cccc(C(F)(F)F)c2)C(=NCc2cc(OC)c(OC)c(OC)c2)NC1c1ccc(Cl)cc1 (configuration not stated)	-0.6
COC(=O)N1C[C@H](OCc2cn(-c3ccc(OC)cc3)nn2)[C@H]2C[C@@H]1c1ccccc1O2	0.9
COC(=O)C1=CC(=O)N2CCN=C2S1	1.6
COC(=O)C1=C(C)N(Cc2ccc(C(F)(F)F)cc2)C(=NCc2ccc3c(c2)OCO3)NC1c1cccc(Cl)c1 (configuration not stated)	-1.7
